Bioassay records from PubChem BioAssay.
S1P4 ag: human S1P4 receptor agonism | O95977 | S1P4-expressing cell line, agonist reporter assay | activation, % at 4.98 µM | hit rate 0.35% among 220,000 | AID 1509; in the data active = activation above about 11%;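 also: 0% = DMSO vehicle and 100% = reference agonist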
Target sequence (O95977 whole entry, looked up): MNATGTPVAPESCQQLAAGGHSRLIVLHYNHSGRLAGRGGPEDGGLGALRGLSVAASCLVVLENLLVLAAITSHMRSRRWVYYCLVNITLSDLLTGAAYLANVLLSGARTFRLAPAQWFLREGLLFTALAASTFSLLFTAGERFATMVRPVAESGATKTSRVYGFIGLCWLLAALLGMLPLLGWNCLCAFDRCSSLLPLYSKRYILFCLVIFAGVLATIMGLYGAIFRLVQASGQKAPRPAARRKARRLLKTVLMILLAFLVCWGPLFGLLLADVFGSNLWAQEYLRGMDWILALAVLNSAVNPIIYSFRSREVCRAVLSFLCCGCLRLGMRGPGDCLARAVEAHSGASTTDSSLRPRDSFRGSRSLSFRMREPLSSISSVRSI
S1P4 antag: blocks the human S1P4 receptor. inhibition, % at 4.98 µM. hit rate 0.26% among 220,000. O95977. S1P4-expressing cells, antagonist mode, reporter read-out; in the data active = inhibition above about 29%;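 also: 0% = wells stimulated with agonist and 100% = vehicle wells without agonist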
NPY-Y1 PAM-ag: potentiates or activates human NPY-Y1 receptor; NPY-Y1 expressing cells, potentiator/agonist activation; hit rate 0.37% among 220,000; AID 1304; P25929; activation, % at 3.6 µM; in the data active = activation above about 33%, passing the limit was not always enough;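 also: cells stimulated with NPY at EC10 then isoproterenol at EC100; 0% = low agonist plus stimulus and 100% = saturating agonist plus stimulus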
Ba/F3 V617F tox: reduce viability of Ba/F3 cells dependent on JAK2V617F; Ba/F3 EpoR-JAK2V617F viability, ATP luminescence; inhibition, % at 5.6 µM; hit rate 1.1% among 220,000;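 active = inhibition above the campaign mean plus 3 SD over all tested compounds, cut at about 24% in these data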;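 also: cytokine-independent growth of Ba/F3 cells driven by EpoR plus mutant JAK2; 0% = DMSO-treated cells and 100% = JAK inhibitor I control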
BaF3 tox: parental Ba/F3 viability inhibition as JAK2V617F counter-screen; CellTiter-Glo ATP luminescence; inhibition, % at 5.6 µM; hit rate 1.1% among 220,000;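 active = inhibition above a per-campaign cutoff, the mean inhibition of all tested compounds plus 3 SD, cut at about 27% in these data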;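 also: 0% = DMSO wells and 100% = JAK Inhibitor I control wells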
NPY-Y1 antag: antagonists of human neuropeptide Y receptor Y1. HEK293-CNG Y1 cells, membrane potential fluorescence; NPY at EC95, then isoproterenol. inhibition, % at 3.6 µM. hit rate 1% among 200,000. AID 1040;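 active = inhibition above the campaign mean inhibition of all tested compounds plus 3 SD, cut at about 20% in these data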;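 also: 0% = DMSO wells given NPY plus isoproterenol and 100% = isoproterenol alone without NPY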
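Benchmarks – high control isoproterenol alone, low control NPY with isoproterenol · Material – HEK293 Y1/CNG channel cell line · Times – dye 3 h, compound 60 min room temperature, stimulation 45 min · Probe or stimulus – NPY (25 nM), isoproterenol (1 µM), Ro 20-1724 (25 µM) · Evaluation – % inhibition of NPY effect · Signal – fluorescence, membrane potential probe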
NCF1 inh: blocks human p47phox regulatory protein of NADPH oxidases | P14598 | p47phox/p22phox peptide binding, fluorescence polarization, 2 h | inhibition, % at 24.7 µM | hit rate 0.53% among 220,000 | AID 1274;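 active = inhibition above about 30%, limit read from the data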;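 also: 0% = p47phox with labelled peptide and 100% = labelled peptide alone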
CHOP inh: CHOP inhibition in unfolded protein response; hit rate 3.8% among 220,000; CHO-K1 CHOP-promoter luciferase, tunicamycin-induced, 15-18 h; AID 2732; inhibition, % at 10 µM;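 active = compounds that reduced the stress-induced luciferase reporter signal by more than about 70% of percent inhibition, limit read from the data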;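 also: 0% = tunicamycin plus vehicle and 100% = wells without tunicamycin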
NPY-Y2 PAM-ag: potentiators or agonists of human neuropeptide Y receptor Y2 | cells expressing NPY-Y2, potentiator/agonist read-out | P49146 | AID 1359 | activation, % at 3.6 µM | hit rate 0.45% among 220,000; in the data active = activation above about 27%;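 also: cells stimulated with NPY near EC25 plus isoproterenol at EC100; 0% = vehicle plus submaximal agonist and 100% = vehicle plus saturating agonist; some results beyond the cut were filed as inactive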
Target sequence (P49146 whole entry, looked up): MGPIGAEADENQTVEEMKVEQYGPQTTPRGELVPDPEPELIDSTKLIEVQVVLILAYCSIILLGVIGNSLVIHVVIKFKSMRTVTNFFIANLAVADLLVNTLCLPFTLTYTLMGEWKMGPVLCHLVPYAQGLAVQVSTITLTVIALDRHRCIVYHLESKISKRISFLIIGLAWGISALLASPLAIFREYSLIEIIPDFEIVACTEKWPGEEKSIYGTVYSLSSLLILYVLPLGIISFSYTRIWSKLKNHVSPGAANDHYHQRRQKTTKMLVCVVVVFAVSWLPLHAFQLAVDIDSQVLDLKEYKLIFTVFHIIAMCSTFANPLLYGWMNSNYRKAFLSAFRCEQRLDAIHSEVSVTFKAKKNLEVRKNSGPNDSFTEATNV
* marks the source's active call; other numbers are inactive results; · = not tested or not shown.

SMILES	S1P4 ag	S1P4 antag	NPY-Y1 PAM-ag	Ba/F3 V617F tox	BaF3 tox	NPY-Y1 antag	NCF1 inh	CHOP inh	NPY-Y2 PAM-ag
NS(=O)(=O)c1ccc(NC(=O)C2(c3ccccc3)CCCC2)cc1	1.1	23	4	6	8	3	-1	12	9
Nn1c(-c2cccs2)nc2sc3c(c2c1=O)CCCC3	1.4	-5	-22	1	3	2	-5	-21	-13
C=CCNc1sc(C(=O)c2ccccc2)c(N)c1-c1nc2ccccc2s1	2.7	-6	59	-2	3	0	-23	82*	33
COc1ccc(/C=C(/C#N)C(=O)Nc2cccc([N+](=O)[O-])c2)cc1C(=O)O	-0.5	-2	8	-8	-2	2	-8	44	6
O=C1CSC(=S)N1N1C(=O)c2cccc([N+](=O)[O-])c2C1=O	0.4	-17	-1	2	7	-2	-15	8	-3
CC1=CC2=NC(=O)/C(=C\c3cc(C)n(-c4ccc(F)cc4)c3C)C(=N)N2O1	-1.8	-15	5	6	6	-2	-7	5	7
CCOC(=O)C1(Cc2ccccc2)CCN(Cc2cc(=O)c3ccccc3[nH]2)CC1	0.1	-17	-1	-7	0	4	-5	17	4
Fc1ccc(N2Cc3ccsc3C=N2)cc1	0.1	9	-4	-1	1	5	-8	-4	6
CS(=O)(=O)N1CCN(C(=O)c2ccccc2F)CC1	3.9	-16	-10	-3	2	-1	-14	-2	4
O=C(Nc1nc2c(s1)CCCC2)c1cc2n(n1)C(C(F)(F)F)CC(C1CC1)N2 (stereo not given)	-3.0	-2	9	2	4	8	0	42	1
CC1=C(C(=O)Nc2ccc(F)cc2)C(c2ccncc2)C2=C(CCCC2=O)N1 (stereo not given)	-0.4	-19	-2	0	6	-8	-8	6	1
C(=N\Nc1nncn1/N=C/c1ccco1)/c1ccco1	0.5	14	-18	0	1	·	2	7	1
O=C(COC(=O)COc1ccccc1[N+](=O)[O-])Nc1cccc(Br)c1	0.8	-13	2	-5	0	3	-5	-9	12
COc1cc(OC)cc(C(=O)N(Cc2cc3cc(C)ccc3[nH]c2=O)C(C)C)c1	0.2	4	5	-1	1	0	3	0	-4
CCC1=NC(c2ccccc2Cl)N(O)C1(C)C (stereo not given)	-1.3	0	11	7	4	9	1	2	-20
Cc1cc(Oc2nnnn2-c2ccccc2)ccc1Cl	-0.5	-4	-17	-4	6	2	-30	51	-5
Cc1ccc(N2CCN(C(=S)Nc3ccccc3)CC2)cc1	-0.5	5	15	-3	-1	9	-6	25	12
O=C(COc1ccc2ccccc2c1)NNC(=O)c1cccs1	1.6	-6	12	-4	3	4	2	-33	-26
CCCn1c(C(C)C)n[nH]c1=S	0.7	-6	0	-5	1	·	-4	-15	-12
COc1ccc(C2C(C(=O)Nc3cccc(OC)c3)c3ccccc3C(=O)N2C)cc1 (stereo not given)	-1.6	6	11	-1	3	3	-4	11	2
O=C(COC(=O)c1ccc2ccccc2n1)c1ccc(F)cc1	1.7	-6	19	0	8	-3	-3	-5	-2
Nc1nc(SCC(=O)Nc2cccc(S(=O)(=O)N3CCCCCC3)c2)n[nH]1	-0.3	-12	-4	-1	3	-5	-2	19	-1
CCOC(=O)C(NC(=O)c1ccccc1)=C1C=C(C)OC(C)=C1	0.1	-106	36	0	3	3	-22	6	3
CCN(CC)c1ccc2cc(C=O)c(=O)oc2c1	1.9	18	28	0	0	7	-67	-9	10
O=C(NN1C(=O)C2C3C=CC(O3)C2C1=O)c1cccc(O)c1 (stereo not given)	0.5	5	6	0	3	1	-2	-4	5
Cc1cccc(C(C)C)c1NC(=O)CSc1nncn1C	0.1	-6	-11	-1	0	2	9	34	0
C=CCSc1nc(Cc2ccc(Cl)cc2)nc2ccccc12	-6.2	-6	-7	-1	2	2	-17	57	-1
O=C(CCSc1nnc(-c2ccccc2)o1)N1CCOCC1	28*	-2	-17	-2	5	1	-11	-1	1
COc1ccc(NC(=O)Nc2ccc(Br)cn2)cc1OC	0.2	-8	3	-4	2	2	-18	20	-20
CNC(=S)N/N=C1\C(=O)c2cccc3cccc1c23	0.3	-11	9	-4	2	-5	-6	-129	14
O=C(c1cccs1)N1CCCC(c2ccccc2)C1 (stereo not given)	0.0	-6	1	-2	6	2	-1	4	-4
COc1ccc(/C=C(\C#N)C(=O)OC2CCOC2=O)cc1 (stereo not given)	1.1	-3	-4	4	-6	3	-7	24	5
O=C1/C(=C/c2ccc(O)cc2)SC(=S)N1Cc1cccnc1	0.4	-2	-10	-2	4	-1	-11	69	-14
CN(C)/N=C/c1cc(Cl)cc([N+](=O)[O-])c1O	0.7	-16	15	-3	7	1	-3	9	12
CCCCCn1c(SC(C)C(C)=O)nc2c1c(=O)[nH]c(=O)n2C (stereo not given)	-0.3	-8	-26	-2	4	2	-18	10	-5
O=C(CSc1nnc(-c2ccncc2)o1)NC1C2CC3CC(C2)CC1C3 (stereo not given)	0.8	0	-33	0	4	-3	7	28	0
Cc1cccc(-c2nnc3sc(-c4ccccc4C)nn23)c1	0.8	-5	-40	-6	1	7	-7	83*	-9
CCO[C@@H]1OC(C(=O)NCc2nc3ccccc3[nH]2)=C[C@H](c2ccccc2)[C@H]1CCCO	0.2	9	1	-5	3	-4	-1	14	-27
CC(=O)OC(C(=O)N1CCOCC1)c1c(F)cccc1F (stereo not given)	-0.3	-20	0	4	3	3	8	-2	-5
CC/C(=N\NC(=O)c1ccncc1)C12CC3CC(CC(C3)C1)C2	-1.4	18	-20	4	4	-1	-13	30	-30

14 of the compounds above, in CSV form:
mol,S1P4 ag,S1P4 antag,NPY-Y1 PAM-ag,Ba/F3 V617F tox,BaF3 tox,NPY-Y1 antag,NCF1 inh,CHOP inh,NPY-Y2 PAM-ag
C=CCSc1nc(Cc2ccc(Cl)cc2)nc2ccccc12,-6.2,-6,-7,-1,2,2,-17,57,-1
O=C(CCSc1nnc(-c2ccccc2)o1)N1CCOCC1,28*,-2,-17,-2,5,1,-11,-1,1
COc1ccc(NC(=O)Nc2ccc(Br)cn2)cc1OC,0.2,-8,3,-4,2,2,-18,20,-20
CNC(=S)N/N=C1\C(=O)c2cccc3cccc1c23,0.3,-11,9,-4,2,-5,-6,-129,14
O=C(c1cccs1)N1CCCC(c2ccccc2)C1 (stereo not given),0.0,-6,1,-2,6,2,-1,4,-4
COc1ccc(/C=C(\C#N)C(=O)OC2CCOC2=O)cc1 (stereo not given),1.1,-3,-4,4,-6,3,-7,24,5
O=C1/C(=C/c2ccc(O)cc2)SC(=S)N1Cc1cccnc1,0.4,-2,-10,-2,4,-1,-11,69,-14
CN(C)/N=C/c1cc(Cl)cc([N+](=O)[O-])c1O,0.7,-16,15,-3,7,1,-3,9,12
CCCCCn1c(SC(C)C(C)=O)nc2c1c(=O)[nH]c(=O)n2C (stereo not given),-0.3,-8,-26,-2,4,2,-18,10,-5
O=C(CSc1nnc(-c2ccncc2)o1)NC1C2CC3CC(C2)CC1C3 (stereo not given),0.8,0,-33,0,4,-3,7,28,0
Cc1cccc(-c2nnc3sc(-c4ccccc4C)nn23)c1,0.8,-5,-40,-6,1,7,-7,83*,-9
CCO[C@@H]1OC(C(=O)NCc2nc3ccccc3[nH]2)=C[C@H](c2ccccc2)[C@H]1CCCO,0.2,9,1,-5,3,-4,-1,14,-27
CC(=O)OC(C(=O)N1CCOCC1)c1c(F)cccc1F (stereo not given),-0.3,-20,0,4,3,3,8,-2,-5
CC/C(=N\NC(=O)c1ccncc1)C12CC3CC(CC(C3)C1)C2,-1.4,18,-20,4,4,-1,-13,30,-30

Additional entries follow:
SMILES	S1P4 ag	S1P4 antag	NPY-Y1 PAM-ag	Ba/F3 V617F tox	BaF3 tox	NPY-Y1 antag	NCF1 inh	CHOP inh	NPY-Y2 PAM-ag
COc1ccc(C(=O)n2ncc(C#N)c2N)cc1	1.9	4	0	-1	5	1	-1	-17	-11
O=C(Nc1ccc2nc(-c3cccs3)[nH]c2c1)c1cccs1	0.8	-8	-26	-3	1	14	-11	-11	2
O=C(COC(=O)c1ccc2ccccc2n1)NCc1ccccc1	-0.9	-5	-19	-1	6	6	-10	-9	-5
CCOc1ccc2[nH]c(=O)c(CN(CCCO)C(C)=O)cc2c1	-2.8	-12	9	-4	3	-6	-1	-1	11
CC(C)c1ccccc1NC(=O)COC(=O)CCN1C(=O)/C(=C\C=C\c2ccccc2)SC1=S	0.6	3	16	0	1	7	-34	75*	13
Cc1cccc2cc(CN(Cc3cccs3)S(=O)(=O)c3ccc4c(c3)OCCO4)c(=O)[nH]c12	0.6	-9	6	-3	4	6	-6	-10	5
CCC1SC2=NC(C)=C(C(=O)OCC(C)C)C(/C=C/c3ccccc3OC)N2C1=O (stereo not given)	0.3	-10	9	-3	0	20	-16	32	-3
O=C(Nc1ccccc1F)Nc1cc(S(=O)(=O)N2CCOCC2)ccc1N1CCCC1	0.5	-20	15	2	7	-3	-8	9	3
O=C(O)CCCn1cc(NC(=O)COc2ccccc2[N+](=O)[O-])cn1	1.8	0	-6	-3	4	2	-6	2	2
Cc1ccc(CNC(=O)CCCN2C(=S)NC(C)(C)CC2C)cc1 (stereo not given)	-1.4	-8	1	-4	-1	3	-6	7	-3
O=C1CSC(c2ccccn2)N1c1ccccc1F (stereo not given)	-0.2	1	4	-2	3	4	-1	20	9
O=C(CCN1CCCCCC1)Nc1cccc(F)c1	1.2	1	17	-4	1	5	0	-15	2
COC(=O)Cc1[nH]c(=O)[nH]c1C(=O)OC	-3.4	5	1	-2	1	·	-3	-5	0
Cn1cc(S(=O)(=O)N2CCC(Cc3ccccc3)CC2)c(=O)n(C)c1=O	0.0	-1	-3	-2	5	5	-14	18	-5
CCCCOc1ccc(C(=O)NCCc2cccs2)cc1	0.9	6	-5	-2	-4	-3	3	-7	-45
CCOC(=O)c1sc(Nc2nc(C)cc(OC)n2)nc1C	-0.9	-7	6	5	10	-3	-2	-7	3
O=C(O)[C@H](Cc1ccccc1)NC(=O)N1CCN(c2ccccc2)CC1	1.2	8	-3	-2	-4	·	-21	-4	-9
Cc1[nH]c2ccccc2c1SCC(=O)N1CCN(c2ccccc2)CC1	-1.9	-10	-4	-2	3	-2	-7	47	5
CC1CCN(C(=O)COC(=O)c2ccc3c(c2)OCO3)CC1	1.6	-20	-6	-3	1	-1	5	19	-4
O=C(NCC1CCCO1)C1CCN(C2CCN(Cc3ccco3)CC2)CC1 (stereo not given)	0.8	-11	-2	-1	5	0	-42	-6	-6
Cc1ccc2c(c1)C(c1ccccc1)N(C(=O)c1ccc3c(c1)OCO3)CC(=O)N2 (stereo not given)	-0.7	-7	-6	3	-3	·	1	31	-12
